Furin inh: human furin inhibition; P09958; purified furin, fluorogenic substrate cleavage; inhibition, % at 30 µM; 220,000 compounds, 0.061% hits; AID 463115; in the data active means inhibition above about 25%; further: inactives centre near -15
Target sequence (P09958 108-714 limits assumed): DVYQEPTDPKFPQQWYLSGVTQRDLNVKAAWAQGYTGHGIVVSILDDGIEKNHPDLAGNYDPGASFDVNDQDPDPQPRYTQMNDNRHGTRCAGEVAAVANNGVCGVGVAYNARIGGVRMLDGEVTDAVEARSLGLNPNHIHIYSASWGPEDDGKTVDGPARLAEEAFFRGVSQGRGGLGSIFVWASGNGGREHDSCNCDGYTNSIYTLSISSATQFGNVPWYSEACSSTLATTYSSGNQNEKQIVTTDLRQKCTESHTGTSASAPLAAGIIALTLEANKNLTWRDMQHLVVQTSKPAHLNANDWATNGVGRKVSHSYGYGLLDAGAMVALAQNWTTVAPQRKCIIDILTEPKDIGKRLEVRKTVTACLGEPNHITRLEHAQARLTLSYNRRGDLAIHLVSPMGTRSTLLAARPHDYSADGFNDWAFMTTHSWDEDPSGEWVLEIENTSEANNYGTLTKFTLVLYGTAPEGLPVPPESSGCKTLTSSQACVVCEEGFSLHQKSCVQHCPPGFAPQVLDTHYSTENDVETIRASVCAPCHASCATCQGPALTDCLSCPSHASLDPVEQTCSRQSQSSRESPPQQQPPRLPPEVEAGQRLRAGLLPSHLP
p47phox inh: blocks human p47phox regulatory protein of NADPH oxidases | P14598 | p47phox/p22phox peptide binding, fluorescence polarization, 2 h | inhibition, % at 24.7 µM | 220,000 compounds, 0.53% hits | AID 1274;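 active means inhibition above about 30%, limit read from the data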;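 further: 0% = p47phox with labelled peptide and 100% = labelled peptide alone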
EP2 antag: inhibitors of human EP2 prostaglandin E2 receptor. P43116. C6 glioma cells expressing human EP2, cAMP TR-FRET; cells stimulated with saturating PGE2. inhibition, % at 25 µM. 260,000 compounds, 0.52% hits;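 active means percent inhibition above 40 after rounding to a whole number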;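 further: rat C6 glioma host cells with rolipram phosphodiesterase inhibitor present; the protocol text gives 20 µM as final concentration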
Target sequence (P43116 whole entry, looked up): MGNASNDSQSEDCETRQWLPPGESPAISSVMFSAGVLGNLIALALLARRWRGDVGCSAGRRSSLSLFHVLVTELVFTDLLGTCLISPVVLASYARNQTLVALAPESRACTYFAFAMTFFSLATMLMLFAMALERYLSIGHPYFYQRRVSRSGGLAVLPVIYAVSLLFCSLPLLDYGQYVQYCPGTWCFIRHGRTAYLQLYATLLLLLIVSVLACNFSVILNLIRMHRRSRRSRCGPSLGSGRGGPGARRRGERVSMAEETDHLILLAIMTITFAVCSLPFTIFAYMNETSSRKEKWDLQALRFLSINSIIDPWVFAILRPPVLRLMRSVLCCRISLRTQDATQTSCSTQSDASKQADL
RBBP9 inhibitor: human RBBP9 hydrolase inhibition. AID 1515. inhibition, % at 7.94 µM. 220,000 compounds, 0.2% hits. O75884. recombinant RBBP9, FP-Rh probe fluorescence polarization;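 active means inhibition above the campaign mean of all tested compounds plus 3 SD, cut at about 14% in these data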;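 further: plate controls were DMSO wells with RBBP9 for no effect and wells lacking RBBP9 protein for full effect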
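Test system: recombinant human RBBP9; Timing: 30 min then 45 min, 25 °C; Detection: fluorescence polarization; Control set: RBBP9 with DMSO as uninhibited control, no-protein wells as full inhibition; Compound dosing: one concentration, 7.94 µM nominal, 0.794% DMSO; Probe or stimulus: FP-Rh activity-based probe, 375 nM before mixing.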
p97 inhibitor: blocks human p97 ATPase activity; P55072; recombinant p97 ATPase, Kinase-Glo ATP luminescence, 3 h; inhibition, % at 8 µM; 220,000 compounds, 0.42% hits; in the data active means inhibition above about 15%;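 further: 0% = DMSO vehicle and 100% = wells lacking enzyme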
TbHK1 inh: T. brucei hexokinase 1 inhibition; recombinant TbHK1, G6PDH-coupled NADH A340; inhibition, % at 10 µM; 220,000 compounds, 0.11% hits; AID 1430;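 active means inhibition of 50% or more in the single-dose primary screen; inactive means inhibition below 50%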
Ba/F3 V617F tox: loss of viability in JAK2V617F-driven Ba/F3 cells | 220,000 compounds, 1.1% hits | inhibition, % at 5.6 µM | Ba/F3 EpoR-JAK2V617F viability, ATP luminescence;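 active means inhibition above the campaign mean plus 3 SD over all tested compounds, cut at about 24% in these data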;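 further: cytokine-independent growth of Ba/F3 cells driven by EpoR plus mutant JAK2; 0% = DMSO-treated cells and 100% = JAK inhibitor I control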
PPC-1+TRAIL kill: kills PPC-1 cancer cells in the presence of TRAIL. PPC-1 cells + TRAIL, ATPLite viability luminescence. cell killing (% activity), % at 4 µM. 220,000 compounds, 0.41% hits;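 active means cell killing above 50% in the first pass at 4 µM, then a duplicate retest at 5 µM averaging 50% or more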;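 further: plate controls were cells with TRAIL plus DMSO for no effect and medium-only wells lacking cells for full effect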
BaF3 parental: counter-screen for JAK2V617F inhibitors: parental Ba/F3 viability inhibitors | CellTiter-Glo ATP luminescence | inhibition, % at 5.6 µM | 220,000 compounds, 1.1% hits | AID 1486;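 active means inhibition above a per-campaign cutoff, the mean inhibition of all tested compounds plus 3 SD, cut at about 27% in these data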;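 further: 0% = DMSO wells and 100% = JAK Inhibitor I control wells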
* = called active by the depositor; . = no result given; [ ] = another dose, or the depositor's remark.

Results follow in this order: Ba/F3 V617F tox, Furin inh, PPC-1+TRAIL kill, RBBP9 inhibitor, TbHK1 inh, p97 inhibitor, EP2 antag, BaF3 parental, p47phox inh
CC1(OC(=O)CCc2ccccc2)C(=O)C=C2C=C(c3ccc(C#N)cc3)N(CC3CC3)C=C2C1=O (stereo unspecified)
    ., -17, 10, ., -30, ., 17, ., -20
O=C(Nc1ccc(CN2CCOCC2)cc1)c1ccc(-c2cccc(Cl)c2)o1
    -1, -4[20 µM], 18, -11, -29, 3, 16, 4, -25
Clc1ccc(CN2C3=NCCN3c3ccccc32)cc1
    0, -28, 5, -6, 3, -3, 16, 62*, -11
COC(=O)N/N=C\c1c(C)nn(-c2ccccc2)c1Cl
    -3, -14, 13, 2, 3, 5, 9, -1, -5
O=C(CCC(=O)OCc1ccc(C(=O)Oc2ccccc2)cc1)Nc1cccc2ccccc12
    -2, -22[20 µM], 14, 1, -3, -1, 7, 4, -12
COc1cc(C(=O)N/N=C(\c2ccccc2)c2ccccn2)cc(OC)c1OC
    5, -15, 26[5 µM], 3, -22, -4, 6, 7, -2
COC(=O)c1ccc(CN2CCN(Cc3ccccc3)C(CCO)C2)cc1 (stereo unspecified)
    0, -16, 15, -7, -9, 0, 3, -1, -1
CCCCNS(=O)(=O)c1ccc(OC)cc1
    1, -8[20 µM], -4, -4, 6, 2, 9, 3, -4
Cc1ccn2c(C(=O)N/N=C\c3ccc4c(c3)OCO4)c(C)nc2c1
    1, -1, 20, -4, -63, 3, 8, 6, -17
COc1ccccc1-n1cc([C@@H]2C[C@H]3CN(c4ccccc4)C(=O)[C@]34CCCN24)cn1
    -1, -22, 4, -8, 3, 1, 3, 7, -157
COc1ccc(C2NC(=S)NC(C)=C2C(=O)Nc2ccccn2)cc1 (stereo unspecified)
    1, -17, 15, -1, -10, 2, 4, 10, 6
Cc1ccc(-c2nc3ccccc3c(=O)n2NC(=S)N(C)C)cc1
    -4, 0, 14, -9, -5, 7, 5, 3, 8
COC(=O)CCC(=O)OC1(C)C(=O)C2=CN(CCN3CCOCC3)C(c3ccc(OC)cc3)=CC2=C(Br)C1=O (stereo unspecified)
    ., -17, -7, ., -31, ., 11, ., 14
CC1(C)CC(=O)C2=C(C1)OC1=C(C(=O)CC(C)(C)C1)C2c1ccc(O)c([N+](=O)[O-])c1
    0, -11, 0, 3, -7, 0, 8, -1, 7
CCOc1ccc(N(CC(=O)Nc2ccccc2)S(C)(=O)=O)cc1
    -4, -30, -13, -6, -1, 4, 7, -2, 0
O=C1CCCC/C1=N\Nc1ccc(OCc2ccccc2)cc1
    2, -10, 13, -12, 2, -4, 0, 8, -7
O=C(CCS(=O)(=O)c1cccc2nonc12)N1CCOCC1
    0, -7, 20, -14, -4, 0, 12, -1, -20
CCn1cc(Cl)c(C(=O)N2N=C3/C(=C/c4cccs4)CCCC3C2c2cccs2)n1 (stereo unspecified)
    0, -3[20 µM], 8, 3, -30, -7, 3, 3, -21
COc1ccccc1NC(=O)Nc1nnc(CC(=O)Nc2ccccc2)s1
    4, -30, 25, -7, 8, 1, 6, 6, -21
COc1cc(C#N)ccc1OCC(=O)c1ccc2c(c1)OCCO2
    0, -18, 5, 5, -2, -1, 14, 4, -27
CN1CCN(C(=O)C2=C[C@H](c3ccc4c(c3)OCO4)C[C@H](OCc3ccc(CO)cc3)O2)CC1
    -1, -4, 6, -6, -9, -3, 19, 0, 1
O=C(COC(=O)CNC(=O)c1cccc([N+](=O)[O-])c1)Nc1nc2ccccc2s1
    -1, -16, 7, -6, 0, 4, 2, 6, -10
CCN1CCN(C(c2ccc(OC)cc2)c2nnnn2Cc2ccc3c(c2)OCO3)CC1 (stereo unspecified)
    4, -12, 3, -7, 6, -2, 3, 10, 0
O=C(O)c1cc(-c2ccco2)[nH]n1
    -1, -21[20 µM], 15, 0, -3, -1, 9, -1, -7
Cc1cccc(-n2nnc(C(=O)NCc3ccco3)c2N)c1
    1, -10, 6, 0, 4, -1, 5, 2, -6
Cc1cccc(-n2c(C)cc(/C=N/NC(=O)c3cccc([N+](=O)[O-])c3C)c2C)c1
    -2, -4[20 µM], -24, -5, -16, 3, 6, 4, -56
O=C(Nc1ccncc1)Nc1ccc(F)c(Cl)c1
    5, -19, 18, -8, 1, -1, 3, 8, 0
OC1(c2ccccc2)CN(c2ccccc2)C2=[N+]1CCS2 (stereo unspecified)
    35*, -18, -8, -7, 2, 4, 3, 37*, -1
COc1ccc(C(C)C)cc1S(=O)(=O)Nc1ccncc1
    5, -7, 4, 5, 9, -1, 4, 6, 4
CCCn1c(=O)c(/C(N)=N/O)nn(-c2cccc(C(F)(F)F)c2)c1=O
    1, -4, 13, -2, -16, -3, 6, -1, -9

Another view of some results above:
| SMILES | Ba/F3 V617F tox | Furin inh | PPC-1+TRAIL kill | RBBP9 inhibitor | TbHK1 inh | p97 inhibitor | EP2 antag | BaF3 parental | p47phox inh |
| --- | --- | --- | --- | --- | --- | --- | --- | --- | --- |
| O=C1CCCC/C1=N\Nc1ccc(OCc2ccccc2)cc1 | 2 | -10 | 13 | -12 | 2 | -4 | 0 | 8 | -7 |
| Cc1cccc(-n2nnc(C(=O)NCc3ccco3)c2N)c1 | 1 | -10 | 6 | 0 | 4 | -1 | 5 | 2 | -6 |

(listing goes on)
Results follow in this order: Ba/F3 V617F tox, Furin inh, PPC-1+TRAIL kill, RBBP9 inhibitor, TbHK1 inh, p97 inhibitor, EP2 antag, BaF3 parental, p47phox inh
CC1(C)Cc2c(c(=S)nc(-c3ccccc3)n2CCN2CCOCC2)CO1
    1, -12[20 µM], 4, -2, -62, 3, 2, 4, -20
CCn1nnnc1SCC(=O)Nc1cc(C)on1
    -2, -22[20 µM], 9, 7, -1, 4, 12, -1, 9
Cc1sc(NC(=O)c2ccc(OCC(C)C)cc2)c(C(N)=O)c1-c1ccc(Cl)cc1Cl
    3, -63[20 µM], 10, -9, -26, 0, 10, 6, -3
O=C(/C=C/c1ccco1)N(Cc1cccc(Br)c1)C1CCS(=O)(=O)C1 (stereo unspecified)
    -5, -8, 18, -3, -29, 6, 10, 0, -16
CCOC(=O)C1CCN(CC(O)COCc2cccs2)CC1 (stereo unspecified)
    4, -17, 16, 2, 12, 1, 18, 8, -9
CCCCSc1nnc2c(n1)[nH]c1ccccc12
    0, -6[20 µM], 36, -7, -11, 2, 2, 3, 0
O=C(Nc1cccc2cccnc12)c1ccc2c(c1)OCCO2
    3, -11[20 µM], 17, -4, -19, 3, 5, 6, -15
CCOc1ccccc1N1CCN(C(=O)/C=C/c2cccc([N+](=O)[O-])c2)CC1
    -3, -11, 0, -3, -5, 0, 1, 3, 3
Cn1c2c(c(=O)n(C)c1=O)C(CC(=O)Nc1ccc(F)cc1)C(=O)N2 (stereo unspecified)
    3, -27, ., -5, -6, 1, 7, 7, -9
Cc1nc(NCCO)c(C#N)c2c1COC(C)(C)C2
    3, -19[20 µM], 14, 9, -14, 0, 7, 8, -7
Clc1ccc(CSCCc2ccncc2)cc1
    2, -13[20 µM], 14, 9, -2, 1, ., 3, -8
Cc1ccc2c(COn3nnc4ccc(S(=O)(=O)N(C)C)cc43)cc(=O)oc2c1C
    -2, -11[20 µM], -1, -5, -6, -2, 4, 2, -20
CN1/C(=C/c2cc[n+](C)c3ccccc23)C=Cc2ccccc21
    76*, -7, ., -12, 4, -7, 9, 63*, -110
Fc1ccc(-c2nnc3ccc(N4CCCC4)nn23)cc1
    -2, -21, 13, -2, -5, 0, 9, 0, -7
COc1ccc(C)cc1-n1c(N)c(C#N)c(C#N)c1-c1ccc(OC)c(OC)c1OC
    12, -10, -17, -9, -8, -5, 6, 5, -15
N/C(Cc1nc2ccccc2s1)=N\O
    9, -9, -8, -5, -2, -10, 0, -5, -30
CC1CCc2sc3nc(NCc4ccco4)n4ncnc4c3c2C1 (stereo unspecified)
    4, 10, 1, -2, 6, -4, 20, 3, -36
Cc1ccc(CNC(=O)CCOc2ccc(C(C)(C)C)cc2)cc1
    -3, -18[20 µM], -18, -5, -4, 0, 5, 2, -1
CC(=O)c1ccc(NS(=O)(=O)c2ccc(C(C)(C)C)cc2)cc1
    -1, -17, 19, -3, -16, 2, -1, 1, 3
CNC(=O)/C(C#N)=C/c1cn(CC(=O)NCc2ccco2)c2ccccc12
    -1, -20, 22, 3, -12, 2, 7, 5, -3
Cc1ccc(SCCNS(C)(=O)=O)cc1
    -4, -31[20 µM], 30, -10, -4, 2, 11, 1, -7
O=S(=O)(NC1c2cccc3cccc(c23)C1Sc1ncccn1)c1ccccc1 (stereo unspecified)
    -6, -11, -8, -6, 7, 8, 1, 2, -12
CCOC(=O)CSc1n[nH]c(NC(C)=O)n1
    -1, -20, -3, -1, -4, -1, 4, -4, 8
COc1ccc(COCC(O)CN(Cc2ccco2)Cc2ccccc2O)cc1 (stereo unspecified)
    1, -11, 6, -5, 25, -3, 9, 3, -15
CCOC(=O)N1CCC(Nc2c(NCCN3CCN(c4cccc(Cl)c4)CC3)c(=O)c2=O)CC1
    -5, -25, -9, 1, 0, 5, 7, 4, -5
O=C(Nc1ccc(N=Nc2ccccc2)cc1)c1ccc(Cl)cc1Cl
    0, -14[20 µM], 0, -10, -17, 1, 7, 2, -8
O=C(COC(=O)/C=C/c1ccccc1)Nc1ccccc1Br
    2, -10, 0, -4, -4, -5, 2, 1, 9
CSc1nc(SCC(=O)O)c2c3c(sc2n1)COC(C)(C)C3
    6, 1, 11, -13, -17, -4, 9, 0, -4
COC(=O)c1cn(NC(=O)Cc2c(F)cccc2Cl)c(=O)c2ccccc12
    -2, -20, 13, 2, -4, 6, 9, 0, 4
O=C(CN1CCN(C(=O)C2COc3ccccc3O2)CC1)Nc1ccc(F)cc1 (stereo unspecified)
    -2, -7, 12, 3, -5, 9, 12, 0, -4

(list continues)
Results follow in this order: Ba/F3 V617F tox, Furin inh, PPC-1+TRAIL kill, RBBP9 inhibitor, TbHK1 inh, p97 inhibitor, EP2 antag, BaF3 parental, p47phox inh
Cc1cc(C)n(C(=O)Cn2nc(C(F)F)cc2C)n1
    -5, -13[20 µM], 2, 0, 7, 1, 11, -2, -14
S=c1[nH]nc(COc2ccccc2)n1/N=C/C=C/c1ccco1
    -4, -4, 1, 2, -66, 13, 6, -3, -8
COC(=O)c1ccccc1NC(=O)Nc1cccnc1
    0, -12[20 µM], 20, 2, 0, 0, 12, 4, -7
O=c1c(C(c2ccccc2)c2c(O)nc3n(c2=O)CCCS3)c(O)nc2n1CCCS2
    -1, -3[20 µM], 29, -6, 0, 3, 8, -1, -22

The list is partial; count on the stated rates, not on these rows.
